# Apoferritin bind = binds horse apoferritin like a general anesthetic | P02791 | apoferritin/1-aminoanthracene competitive binding, fluorescence | Potency, µM (highest dose often 77.5 µM), inactives show top-dose activity change, negative = displacement, most hits filed as inhibitors | hit rate 0.074% among 350,000; also: potency is read from the fitted curve at half-maximal effect; % is scaled to controls: 0 for no effect and ±100 for the full control effect; nearly all actives have a fitted effect of over 20% in size
# Target sequence (P02791 2-175 limits assumed): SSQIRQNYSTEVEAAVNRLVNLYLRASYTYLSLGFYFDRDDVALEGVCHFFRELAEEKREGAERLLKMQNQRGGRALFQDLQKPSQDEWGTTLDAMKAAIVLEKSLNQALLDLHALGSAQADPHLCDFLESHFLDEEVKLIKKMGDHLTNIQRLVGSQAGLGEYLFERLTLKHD
#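 Apoferritin-based anesthetic binding model; compound displacement of fluorescent 1-AMA measured as endpoint fluorescence after 10 minutes at room temperature, scaled to free-ligand and complex controls.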
# POLB inh = blocks human DNA polymerase beta activity | Potency, µM (doses to about 114 µM), for the others: at the top dose activity change, negative = inhibition, hits mostly inhibitors | P06746 | Pol beta primer extension/strand displacement, fluorescence kinetic | AID 485314 | hit rate 1.3% among 340,000; also: potency is read from the fitted curve at half-maximal effect; % is scaled to controls: 0 for no effect and ±100 for the full control effect
#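 Human Pol beta at 10 nM; strand-displacement substrate 50 nM final. Compound exposure 15 min at room temperature before start, reaction 10 min at room temperature.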
# ERG Ets-DNA blk = blocks human ERG Ets domain binding to DNA; P11308; fluorescence polarization, His-ERG Ets domain / labelled DNA; Potency, µM (series often up to 76.9 µM), without a hit: at the highest dose FP activity, negative = inhibition, usual class: inhibitors; hit rate 0.028% among 370,000; AID 624246; active = well fitted inhibition curve with a large enough effect in the polarisation, with a control signal flat; inconclusive = small, poorly fitted or top-dose-only effect, or effect the other way, or a change in a side signal; inactive = no such curve, though single readings can be large or run the other way; the % refers to the polarisation;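 also: polarization taken with two DNA probes labelled with fluorescein and Texas red; potency is read from the fitted curve at half-maximal effect; % of control where 0% means no effect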
#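 His-tagged ERG Ets domain (1 uM in the protein solution; 300mM KCl, 50mM Tris-HCl, 1mM EDTA, 1mM DTT, pH 7.5) received compound, then a probe mix of 5 nM fluorescein-DNA and 100nM Texas-615-DNA. Fluorescence polarization was read for both dyes.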
# RGS4 inhibitor = inhibitors of human regulator of G protein signaling 4; Transcreener GDP fluorescence polarization, RGS4-accelerated GTP hydrolysis; hit rate 0.039% among 390,000; Potency, µM (series often up to 114 µM), without a hit: at the highest dose activity change, negative = inhibition, actives largely listed as inhibitors; AID 504845; also: potency is read from the fitted curve at half-maximal effect; % is scaled to controls: 0 for no effect and ±100 for the full control effect; nearly all actives have a fitted effect of over 75% in size; some results filed as inactive show a strong effect at the top dose
# Target sequence (P49798 whole entry, looked up): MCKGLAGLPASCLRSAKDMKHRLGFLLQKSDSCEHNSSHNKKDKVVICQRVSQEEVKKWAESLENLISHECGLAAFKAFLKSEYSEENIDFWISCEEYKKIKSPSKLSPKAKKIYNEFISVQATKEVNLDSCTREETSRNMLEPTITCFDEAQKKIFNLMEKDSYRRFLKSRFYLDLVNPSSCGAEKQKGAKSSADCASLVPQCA
#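 MLSMR compounds (23 nl, pin-transferred) preincubated 10 min at room temperature with a 500nM (2x) first reagent, then RGS4 at 900nM (2x) plus Transcreener GDP mix added; fluorescence polarization (620/688 nm) read before and after 90 min at 30 °C.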
# Pol kappa inh = blocks human DNA polymerase kappa activity. purified Pol kappa, fluorescent DNA synthesis assay, 10 min. Potency, µM (series often up to 107 µM), inactives show at the top dose activity, negative = inhibition, hits mostly inhibitors. hit rate 0.53% among 400,000. AID 588579; also: potency is read from the fitted curve at half-maximal effect; % is scaled to controls: 0 for no effect and ±100 for the full control effect
#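 Pol kappa 10 nM + cpd, 15 min RT; start w/ substrate 50 nM final; fluorescence kinetic read, 0 and 10 min. Neg ctrl: buffer, no enzyme.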
# POLH inh = DNA polymerase eta (human) inhibition; Q9Y253; recombinant Pol eta, fluorescent DNA replication assay; Potency, µM (highest dose often 114 µM), without a hit: at the top dose activity change, negative = inhibition, actives largely listed as inhibitors; hit rate 1.2% among 390,000; AID 588591; also: potency is read from the fitted curve at half-maximal effect; % is scaled to controls: 0 for no effect and ±100 for the full control effect
#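 Pol eta (10 nM) was preincubated with compounds for 15 min at room temperature, after which fluorescent replication substrate (50 nM final) was added to start the reaction. Fluorescence was read kinetically at 0 and 10 min.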
# ALOX12 inh = blocks human arachidonate 12S-lipoxygenase; P18054; purified 12hLO, xylenol orange hydroperoxide absorbance; Potency, µM (highest dose often 108 µM), inactives show at the top dose activity change, negative = inhibition, usual class: inhibitors; hit rate 1.1% among 580,000; AID 1671190; also: potency is read from the fitted curve at half-maximal effect; % is scaled to controls: 0 for no effect and ±100 for the full control effect
# Target sequence (P18054 whole entry, looked up): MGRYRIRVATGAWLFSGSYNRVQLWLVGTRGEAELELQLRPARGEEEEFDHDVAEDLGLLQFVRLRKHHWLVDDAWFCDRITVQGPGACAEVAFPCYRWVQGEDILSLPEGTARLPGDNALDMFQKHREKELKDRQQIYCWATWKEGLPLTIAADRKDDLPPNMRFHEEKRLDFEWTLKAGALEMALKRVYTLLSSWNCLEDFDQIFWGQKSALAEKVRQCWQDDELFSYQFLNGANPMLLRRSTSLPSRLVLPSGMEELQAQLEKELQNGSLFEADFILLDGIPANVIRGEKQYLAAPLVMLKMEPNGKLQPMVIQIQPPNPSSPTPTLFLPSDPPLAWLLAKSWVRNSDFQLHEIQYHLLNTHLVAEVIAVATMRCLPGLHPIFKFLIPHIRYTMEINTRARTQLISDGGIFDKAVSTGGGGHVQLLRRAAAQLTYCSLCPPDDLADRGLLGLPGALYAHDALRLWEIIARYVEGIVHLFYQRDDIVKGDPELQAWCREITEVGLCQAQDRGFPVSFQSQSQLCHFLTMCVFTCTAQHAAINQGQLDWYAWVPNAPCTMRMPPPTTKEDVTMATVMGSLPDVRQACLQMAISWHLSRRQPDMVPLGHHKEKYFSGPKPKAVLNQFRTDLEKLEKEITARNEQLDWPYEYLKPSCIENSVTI
#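 Hydroperoxide product was detected by ferrous iron/xylenol orange as the 573 to 405 nm absorbance ratio. Arachidonic acid at 40 uM (final) was turned over for 30 min at room temperature by 150 nM human 12hLO, pH 7.0 Hepes buffer, after 15 min compound preincubation.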
# LDHA block = LDHA (human) enzyme inhibition | P00338 | purified LDHA, NADH/diaphorase-resazurin fluorescence; hits give low values | activity change, % (values are at about 110 or 230 µM) | hit rate 0.15% among 480,000; in the data active = activity change below about -30%; inconclusive = mostly about -25% to -30%;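 also: plate controls were DMSO wells for no effect and wells without enzyme for full effect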
#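 Resorufin fluorescence (ex540/em590), read at 0 and 20 min after diaphorase/resazurin addition, reports the NADH left after a 5 min room-temperature reaction of 2 nM human LDH5 with 0.06 mM NADH and 0.2 mM pyruvate.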
# APE1 inh = APE1 (human) endonuclease inhibition. recombinant APE1, TAMRA/BHQ-2 abasic DNA cleavage fluorescence. Potency, µM (highest dose often 65.8 µM), for inactives: at the highest dose activity change, negative = inhibition, hits mostly inhibitors. hit rate 0.35% among 350,000. AID 2517;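 also: potency is read from the fitted curve at half-maximal effect; plate controls were vehicle for no effect and reference inhibitor for full effect; nearly all actives have a fitted effect of over 55% in size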
#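 Kinetic fluorescence read (525 ex/598 em nm, three reads 60 s apart) of AP-site incision; signal = third minus first read. Enzyme 0.75 nM, dual-labelled THF duplex 50 nM, compound preincubation 15 min RT.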
# Starred values were filed as active, the others as inactive; ? = inconclusive; / = no result given; & = joins results of further samples; [ ] = dose if it differs, or a comment. Unless noted, calls follow the shape of the dose curve; as a rule, active = well fitted curve in the direction sought with a large enough effect; inconclusive = small, poorly fitted or top-dose-only effect, or another doubt; inactive = no such curve, though single readings can be large; an effect the other way counts as inactive or inconclusive. This is a subset (hit frequency here may not be typical).
# The opening three compounds (preview)
Apoferritin bind,POLB inh,ERG Ets-DNA blk,RGS4 inhibitor,Pol kappa inh,POLH inh,ALOX12 inh,LDHA block,APE1 inh,canonical_smiles
-10.4%,?,5.8%,-35.5%,0.0%,-7.6%,-27.6%,-1.7,/,CCc1ccc(CNC(=O)c2cnc3sc(N4CCOCC4)nn3c2=O)cc1
/,/,13.5%,-26.6%,-19.0%,10µM*,-23.6%,13.7,/,NC1=C(Cl)C(=O)c2ccc(S(N)(=O)=O)cc2C1=O
-16.5%,3.1%,-5.6%,-10.9%,-17.5%,-12.1%,-12.9%,2.8,4.1%,Fc1ccccc1-c1csc(=Nc2cccnc2)n1CC1CCCO1 (centres undefined)

# The list itself, repeating the preview:
Apoferritin bind,POLB inh,ERG Ets-DNA blk,RGS4 inhibitor,Pol kappa inh,POLH inh,ALOX12 inh,LDHA block,APE1 inh,canonical_smiles
-10.4%,?,5.8%,-35.5%,0.0%,-7.6%,-27.6%,-1.7,/,CCc1ccc(CNC(=O)c2cnc3sc(N4CCOCC4)nn3c2=O)cc1
/,/,13.5%,-26.6%,-19.0%,10µM*,-23.6%,13.7,/,NC1=C(Cl)C(=O)c2ccc(S(N)(=O)=O)cc2C1=O
-16.5%,3.1%,-5.6%,-10.9%,-17.5%,-12.1%,-12.9%,2.8,4.1%,Fc1ccccc1-c1csc(=Nc2cccnc2)n1CC1CCCO1 (centres undefined)
-6.8%,92.4%,1.3%,13.6%,-2.9%,-9.2%,0.9%,-1.7,-15.9%,COc1cc([N+](=O)[O-])ccc1NC(=O)Nc1ccc(C(=O)N2CCCC2)cc1
-14.6%,7.4%,7.3%,-18.2%,19.6%,-11.1%,?,-15.0,1.2%,COc1ccc(S(=O)(=O)N/N=C\c2ccc3c(c2)OCO3)cc1
-9.3%,1.6%,-6.0%,1.0%,-4.9%,-22.0%,-9.9%,0.9,/,Cc1ccc(CN(C(=O)COc2ccc(Br)cc2)c2ccccn2)o1
-3.6%,26.6%,-7.0%,-5.7%,-3.0%,-16.9%,-10.6%,2.7,-0.8%,O=C(COc1ccc(S(=O)(=O)NC2CCCC2)cc1)NCC1CCCO1 (centres undefined)
-22.2%,/,/,/,0.4%[60.1 µM],/,?,/,-10.3%,COc1ccc2c(c1)c(C1=C(c3c[nH]c4ccccc34)C(=O)NC1=O)cn2CCCN(C)C
-5.4%,?,-2.5%,-15.7%,11.2%,-13.3%,8.3%,0.3,-3.6%,Cc1c(C)c2ccc(OCC(=O)Nc3cccnc3)c(C)c2oc1=O
7.4%,?,1.9%,8.5%,-4.9%,-11.9%,-9.0%,-11.9,-3.3%,CC(C(=O)NCc1ccc2c(c1)OCO2)c1ccc([N+](=O)[O-])cc1 (centres undefined)
0.1%,12.3%,-1.0%,-7.9%,6.2%,-7.0%,8.8%,-1.4,-7.2%,CCOc1ccccc1C1C(C(=O)Nc2ccccc2OC)=C(C)Nc2nc(CCCO)nn21 (centres undefined)
-17.6%,?,2.9%,-45.4%,-1.2%,-14.3%,10µM*,-10.9,-2.7%,Cc1ccc(C(=O)NC(=S)NCc2ccccc2)cc1
-20.5%,2.8%,-2.4%,-16.3%,1.7%,-12.7%,?,-6.5,3.1%,CC(C)(C)OC(=O)N[C@@H](Cc1ccccc1)[C@H](O)c1ccco1
2.8%,21.0%,1.4%,5.5%,10.9%,-16.4%,339.0%[activator],0.1,-4.2%,CCN(CC)CCCNC(=O)CC1Oc2ccc(C)cc2NC1=O (centres undefined)
?,55.1%,-0.2%,20.7%,-4.1%,-11.4%,6.3%,-1.1,19.0%,O=C(c1ccc2c(c1)OCO2)C1CCCN(C(=O)c2cnn(Cc3ccccc3)c2)C1 (centres undefined)
-10.6%,?,2.0%,-27.3%,-17.9%,25.1µM*,?,-5.1,-11.2%,C=CCOc1ccc(/C=C2\SC(=S)N(NS(=O)(=O)c3ccccc3)C2=O)cc1
-11.6%,-9.1%,15.5%,-12.5%,-3.8%,-15.8%,-3.1%,-8.7,0.1%,CCCn1c(SCC(=O)Nc2cc(S(=O)(=O)N(C)C)ccc2OC)n[nH]c1=O
0.0%,11.8%,?,10.7%,-12.9%,-2.9%,2.3%,-0.5,24.8%,Cc1cc(NC(=O)CCC(=O)N(CC(=O)NC2CCCC2)c2ccc(C)c(F)c2)no1
/,-2.7%[57.1 µM],-7.4%,20.0%[56.9 µM],6.7%[60.1 µM],-11.3%,-1.9%,-8.7,2.7%&-2.3%,C[N+](C)(C)CC=O
-12.1%,-10.7%,6.3%,-3.4%,3.5%,-9.7%,/,-4.9,2.8%,Cn1cccc1Cc1nnc(SCC(=O)NCc2ccc(F)cc2)n1-c1ccc(F)cc1
-21.6%,-12.3%,0.4%,0.0%,3.7%,?,94.1%[activator],-0.9,5.8%,O=C(Nc1nnc(-c2ccco2)s1)C1CCCCC1
/,/,-5.7%,5.0%,-0.1%,-6.1%,7.5%,-4.6,16.4%,N#Cc1ccccc1COC(=O)c1cccc(S(=O)(=O)N2CCCC2)c1
-5.0%,?,1.9%,7.2%,-1.1%,0.3%,0.7%,-4.6,4.2%,CC(C)CC(O)C1CCN(C(=O)CCc2nnc(-c3ccccc3)o2)CC1 (centres undefined)
/,/,3.8%,-3.8%,13.2%,-17.1%,?,3.3,4.1%,O=C(NCCc1ccc(OC(F)F)cc1)C1CC(=O)N(c2ccc3c(c2)OCCO3)C1 (centres undefined)
/,/,10.7%,-29.2%,?,-12.8%,7.08µM*,-6.7,-4.3%,COc1ccc(NC(=S)NC(=O)c2ccc3c(c2)OCCO3)cc1

# A stretch of the results above, as a working copy:
Apoferritin bind,POLB inh,ERG Ets-DNA blk,RGS4 inhibitor,Pol kappa inh,POLH inh,ALOX12 inh,LDHA block,APE1 inh,canonical_smiles
-10.4%,?,5.8%,-35.5%,0.0%,-7.6%,-27.6%,-1.7,/,CCc1ccc(CNC(=O)c2cnc3sc(N4CCOCC4)nn3c2=O)cc1
/,/,13.5%,-26.6%,-19.0%,10µM*,-23.6%,13.7,/,NC1=C(Cl)C(=O)c2ccc(S(N)(=O)=O)cc2C1=O

# Following part:
Apoferritin bind,POLB inh,ERG Ets-DNA blk,RGS4 inhibitor,Pol kappa inh,POLH inh,ALOX12 inh,LDHA block,APE1 inh,canonical_smiles
-12.5%,-0.2%,1.2%,25.9%,-13.2%,-8.3%,-25.4%,-4.3,-1.6%,COc1cccc(CC2(CO)CCCN(Cc3ccc(C)s3)C2)c1 (centres undefined)
0.1%,8.1%,-4.7%,-11.8%,-11.4%,-20.4%,255.0%[activator],-3.8,-1.9%,CN(C)c1nc(-c2ccccc2)ns1
-6.0%,21.1%,-3.9%,-0.1%,-13.5%,-14.8%,71.0%[activator],-5.4,0.7%,CC1(C)Cc2nc3oc4c(=O)n(CC(=O)Nc5ccc(Cl)cc5)cnc4c3cc2CO1
/,/,0.2%,-20.4%,-15.0%,-12.9%,-19.4%,-2.2,-8.2%,O=C(CNC(=O)C1(c2ccccc2)CC1)Nc1ccc(F)c(F)c1
-9.5%,-2.5%,-1.9%,-23.4%,7.0%,-12.2%,18.1%[57.4 µM],-1.9,0.8%,COc1ccc(CNC(=O)Nc2cccc(C)c2)cc1
-1.4%,?,0.2%,4.1%[11.4 µM],-13.2%,0.7%,2.5%,-2.7,-3.6%,CCOC(=O)N=S(N)(=O)c1ccc(Cl)cc1 (centres undefined)
-6.0%,-2.6%,-3.1%,2.3%,-0.1%,-14.9%,11.4%,-5.9,-9.9%,NC(=O)COC(=O)c1ccc(S(=O)(=O)N2CCCCCC2)cc1
/,/,8.5%,5.3%,-17.8%,-1.1%,-0.8%,-5.1,0.8%,COc1cc(OC)cc(-c2c(C#Cc3ccsc3)c3cc(-c4ccc(OC)cc4F)ccc3n2C)c1
/,/,7.4%,-15.7%,0.9%,-13.7%,6.2%,1.4,33.4%,Cc1cc(S(=O)(=O)Nc2ccc(C(=O)NCCCN3CCOCC3)cc2)ccc1F
-5.2%,-1.0%,0.1%,1.6%,-4.7%,-22.2%,-0.5%,-4.4,-3.8%,CCCc1cc(=O)oc2cc(OCc3cccc(OC)c3)c(Cl)cc12
1.9%,15.0%,-5.7%,-9.1%,-15.6%,-16.6%,-37.2%,-7.5,1.4%,CCOc1ncccc1C(=O)OCc1ccc(C#N)cc1
-1.1%,-0.6%,3.7%,-19.1%,4.6%,-12.4%,38.4%[activator],-3.1,1.6%,CN(C(=O)C1CCCO1)c1nnc(-c2ccncc2)s1 (centres undefined)
?,38.0%,17.0%,-14.5%,1.2%,9.1%,-14.0%,-1.0,11.5%,N#Cc1c(-c2ccccc2)nc(SCC(=O)NC2CCCCC2)[nH]c1=O
-7.4%,-0.2%,-10.2%,-13.0%,-0.9%,-16.3%,2.5%,-1.7,15.5%,COc1ccccc1CNC(=O)C(c1ccccc1)c1ccccc1
-23.8%,1.0%,-5.1%,?,-14.7%,-14.1%,?,24.5,8.0%,Cc1c(Nc2cc(Cl)c3nonc3c2[N+](=O)[O-])c(=O)n(-c2ccccc2)n1C
